# Screening data deposited in PubChem by National Center for Advancing Translational Sciences (NCATS).
# Tb PYK inh: T. brucei pyruvate kinase inhibition | Q57TT1 | TbPYK enzyme, Kinase-Glo Plus ATP luminescence, 45 min | Potency, µM (highest dose often 76.8 µM), without a hit: top-dose activity, negative = inhibition, actives largely listed as inhibitors | hit rate 0.12% among 410,000; active = well fitted inhibition curve with a large enough effect; inconclusive = small, poorly fitted or top-dose-only effect; also: nearly all actives have a fitted effect of over 50% in size
#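 Glycolytic pyruvate kinase of T. brucei was incubated with substrate, test compound and 130 uM ADP for 45 minutes at room temperature. Luminescent Kinase-Glo Plus signal was measured after 10 minutes.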
# * marks the source's active call; other numbers are inactive results; u = inconclusive; [ ] = remark or other dose. % is scaled to controls: 0 for no effect and ±100 for the full control effect; potency is read from the fitted curve at half-maximal effect.
SMILES,Tb PYK inh
CCOC(=O)N(C)C[C@H]1OCc2cnnn2CCCC(=O)N([C@@H](C)CO)C[C@H]1C,4%
Cc1ccsc1C(=O)N1CCC1(C)C(=O)NS(=O)(=O)c1cccc(F)c1 (stereo unspecified),0%
CC1(C(=O)Nc2cccc(C(F)(F)F)c2)Cc2c(-c3cccc(C(N)=O)c3)ccnc2O1 (stereo unspecified),6%
CC1=C(C(=O)Nc2ccc(C(=O)NCCCN3CCCCC3C)cc2)SCCO1 (stereo unspecified),-11%
C[C@H](CO)N1C[C@H](C)[C@@H](CN(C)C(=O)Nc2ccccc2F)Oc2cc(Br)ccc2S1(=O)=O,-8%
CN(C(=O)C1Cc2c(-c3ccc(Cl)cc3)ccnc2O1)c1ccccc1 (stereo unspecified),2%
CNc1cccc(-c2cc(OC)c(OC)c(OC)c2)n1,3%
CCNc1ncc2nc(C)c(=O)n(Cc3cccc(OC)c3)c2n1,3%
COC(=O)[C@H]1C[C@H](OC(=O)NCC2CCCCC2)[C@@]2(O)CN(S(=O)(=O)c3ccc(C)cc3)CC2[C@H]1C(=O)OC (stereo partly specified),8%
CCOC(=O)C1(C)CCCN1C(=O)c1cc(F)ccc1C (stereo unspecified),-11%
COC(=O)c1ccc(CNC(=O)C2CCC(=O)N(CCc3ccccn3)C2)cc1 (stereo unspecified),-9%
COCCNc1nc(NCCOc2ccccc2Cl)c2sc(-c3ccccc3)cc2n1,-6%
COc1ccc(C(c2nnnn2-c2ccc(OC)cc2)N2CCN(C/C=C/c3ccccc3)CC2)cc1 (stereo unspecified),4%
NS(=O)(=O)c1ccc(NC(=S)Nc2ccc(S(=O)(=O)Nc3nccs3)cc2)cc1,-7%
C#CCN(C[C@H]1[C@H](OC(=O)NCCCCCC)[C@H](OC(=O)NCCCCCC)C[C@H]2C(=O)N(c3ccccc3)C(=O)[C@@H]12)S(=O)(=O)c1ccc(C)cc1,5%
Cc1ccc(NCC(=O)Nc2ccc(F)c(Cl)c2)cc1S(=O)(=O)N1CCOCC1,5%
CC(C)NC(=O)C1(C)CCN1Cc1ccc(C(F)(F)F)cc1 (stereo unspecified),2%
COc1cc(F)ccc1-c1cc(C(=O)NCc2ccc(C(F)(F)F)cc2)[nH]n1,-6%
O=C1NN(c2ccccc2)C(=O)C1=Cc1ccccc1,-20%
CC(C)CN1CCC2(CC1)CCN(C(=O)c1cc(C(F)(F)F)cc(C(F)(F)F)c1)CC2,-5%

# The final 2 records of the section before lead into the next.
SMILES,Tb PYK inh
O=C1NN(c2ccccc2)C(=O)C1=Cc1ccccc1,-20%
CC(C)CN1CCC2(CC1)CCN(C(=O)c1cc(C(F)(F)F)cc(C(F)(F)F)c1)CC2,-5%
CCOC(=O)[C@]12CCCC=C1N(Cc1ccc(Cl)cc1Cl)C(=O)[C@H](CC(=O)NCc1cccs1)C2,-7%
Cn1c(SCC(=O)NC2CCCCC2)nnc1C(F)(F)F,9%
CCOc1ccc(OCC)c(NC(=O)C2C3C=CC(O3)C2C(=O)O)c1 (stereo unspecified),-15%
CN(C)CCNC(=O)c1cccc(-c2cnc3c(NC=O)cc(-c4ccc(S(C)(=O)=O)cc4)cn23)c1,-1%
COCC(=O)N1CCC2(CCCN(C(=O)Nc3ccc(OC)cc3)C2)CC1,3%
COc1cccc(Nc2nc(C(N)Cc3ccc(F)cc3)cs2)n1 (stereo unspecified),-12%
N#CC(c1ccccc1)C(CC(=O)c1ccccc1)c1ccccc1 (stereo unspecified),-8%
O=C1NC[C@H](CCCCN2CCN(CC3CCCCC3)C(=O)C2=O)N(CC2CCCCC2)C1=O,1%
CC1(C)OC(=O)C2=C(C[C@@H](C3CCCC3)O[C@H]2CCc2cccc(Cl)c2)O1,0%
O=C(NCc1ccco1)c1cccc(-c2ccc3nccn3c2)c1,5%
COC(=O)c1ccc(CSc2ccccc2NC(=S)Nc2cccc(C(F)(F)F)c2)o1,-6%
Cc1ccsc1CN(C)CC(=O)N(C)CC(=O)Nc1c(Cl)cccc1Cl,2%
CCCC(=O)O[C@]1(C(=O)COC(=O)CC)CC[C@@H]2[C@@H]3CCC4=CC(=O)CC[C@]4(C)[C@H]3[C@@H](O)C[C@@]21C,0%
O=C(/C=C/c1ccccc1Cl)OCC(=O)N1CCc2ccccc21,-12%
CC(=O)C1CCC2C3CCC4CC(O)CCC4(C)C3CCC12C#N (stereo unspecified),-2%
COc1cccc(-c2oc3c(c2-c2ccc(Br)nc2)C(O)CCC3)c1 (stereo unspecified),4%
CC1(C(=O)O)CCCN1C(=O)c1cccc(C(F)(F)F)c1 (stereo unspecified),-5%
Cc1ccc2ccccc2c1NC(=O)CNCc1ccccc1,8%
CC(C)NC(=O)C1(C)CCN1Cc1cccc(C#N)c1 (stereo unspecified),11%
Cc1ccc([C@H]2C[C@H](O)[C@@H](n3cc(-c4ccc(F)cc4)nn3)CN2CC2CCCCC2)cc1,-3%
COc1ccc(CNC(=O)C2Cc3c(-c4cccc(C(C)=O)c4)ccnc3O2)cc1OC (stereo unspecified),-9%
NC[C@H]1O[C@@H](n2ccc(N)nc2=O)[C@H](O)[C@@H]1O,2%
CSc1nsc(NN)n1,-3%
CCOC(=O)C1=CCN(S(=O)(=O)c2ccccc2F)C1c1ccc(Cl)cc1 (stereo unspecified),-3%
CC(CSC(=O)c1ccccc1)C(=O)N1c2ccccc2CC1C(=O)O (stereo unspecified),-17%
O=C(NCc1cccnc1)c1cc(C2CCCCN2C(=O)CCCc2ccccc2)on1 (stereo unspecified),5%
NNC(=O)CNC(=O)Nc1n[nH]c(=S)s1,u
CCOC(=O)C1(C)CCCN(C(=O)c2ccccc2F)C1 (stereo unspecified),-2%
CCCCCC(=O)N1C[C@@H](O)[C@H](n2cc(-c3ccc(F)cc3)nn2)C[C@@H]1c1ccc(C)cc1,0%
CN(C)c1ncnc2c1ncn2[C@H]1CN(C2CCCC2)C[C@@H](CO)O1,3%
CC(=O)c1ccc(OC2(C)CCN(Cc3ccc(OC(F)(F)F)cc3)C2)cc1 (stereo unspecified),6%
Cc1cc2oc(=O)cc(CN3CCCCC3)c2cc1Cl,-2%
CCC(CC)c1nnc(NC(=O)Cc2c[nH]c3ccccc23)s1,2%
CC(=O)Nc1ccc(C(=O)N2CCCCC2c2cc(C(=O)NCc3ccccc3)no2)cc1 (stereo unspecified),-11%
COCCn1c(=S)[nH]c2cc(C(=O)NCc3ccccc3)ccc2c1=O,2%
O=S(=O)(c1ccccc1)N1CCC2(CCCN(Cc3nccs3)C2)CC1,-4%
CN1CCN(c2ccc(CNC(=O)C3Cc4c(-c5ccccc5Oc5ccccc5)ccnc4O3)cc2)CC1 (stereo unspecified),-2%
COCCN1C[C@@H](CO)O[C@@H](n2cnc3c(N4CCN(C)CC4)ncnc32)C1,-4%
COC[C@@H]1CCCN1c1ccc2c(c1)O[C@@H](COCc1ccccc1)CN([C@@H](C)c1ccccc1)S2(=O)=O,7%
C#CCN(C[C@@H]1[C@@H](OC(=O)NCc2ccccc2)[C@@H](OC(=O)NCc2ccccc2)Cn2c(=O)n(CCCCCC)c(=O)n21)S(=O)(=O)c1ccc(C)cc1,-11%

# Random excerpt: three compounds from above, in no set order.
SMILES,Tb PYK inh
O=C(NCc1cccnc1)c1cc(C2CCCCN2C(=O)CCCc2ccccc2)on1 (stereo unspecified),5%
NNC(=O)CNC(=O)Nc1n[nH]c(=S)s1,u
CN(C)c1ncnc2c1ncn2[C@H]1CN(C2CCCC2)C[C@@H](CO)O1,3%

# Other entries.
SMILES,Tb PYK inh
CCCCC[C@@H]1CCCCC[C@@H](O)C[C@H](O)[C@H](O)/C=C/C(=O)O1,0%
O=[N+]([O-])c1ccc(N2CCN(Cc3ccccc3)CC2)c2c1no[n+]2[O-],-11%
CC[C@H](OC(C)=O)C(C[C@H](C)NC)(c1ccccc1)c1ccccc1,-5%[157 µM]
CC(=O)c1ccc(OCc2nnn(CC(=O)O)c2-c2ccccc2)cc1,-3%
COc1cc(C(=O)N(Cc2ccccc2)c2cccc(C)c2)ccc1OCC(=O)N1CCOCC1,8%
CC(O)(c1cccnc1)c1nc(-c2ccc(F)c(Cl)c2)cs1 (stereo unspecified),-4%
C[C@@H]1CN([C@H](C)CO)S(=O)(=O)c2ccc(Br)cc2O[C@@H]1CN(C)C(=O)Nc1ccc(C(F)(F)F)cc1,3%
CCCCCCCCN1C(=O)[C@H](CC(=O)NCCCOC)C[C@@]2(C(=O)OC)CCCCC=C12,6%
O=C1NCN(c2ccccc2)C12CCN(C(c1nnnn1-c1ccc3c(c1)OCCO3)C1CC1)CC2 (stereo unspecified),-3%
O=C(C[C@H]1C(=O)N(Cc2ccccc2)C[C@@H]1Cc1ccccc1)Nc1ccc(Br)cc1,2%
CCCCNC(=O)c1c(N)[nH]c(C(=O)c2ccccc2)c1-c1ccccn1,-2%
COc1cccc(-c2n[nH]nc2C2=CC(=O)C[C@H](c3ccc(F)cc3)C2)c1,-7%
FC(F)(F)C(F)(F)c1nc2nc(Cl)c(Cl)nc2[nH]1,-11%
Cc1ccccc1-c1cc2nc(Oc3ccc4c(c3)OCO4)n(C)c(=O)c2s1,-2%
CCN(CC)c1ncnc2c1ncn2[C@H]1CN(Cc2cccnc2)C[C@@H](CO)O1,1%
Cc1cn([C@H]2C[C@H](O)[C@@H](CNCc3ccc(C#CCCO)cc3)O2)c(=O)[nH]c1=O,2%
CCOC(=O)[C@]12CCCC=C1N(Cc1cccc3ccccc13)C(=O)[C@H](CC(=O)NCC13CC4CC(CC(C4)C1)C3)C2,0%
CC1(C(=O)NS(=O)(=O)c2cccc(OC(F)F)c2)CCN1C(=O)C1CCCCC1 (stereo unspecified),3%
CC(C)CC1C(=O)N(Cc2cn(CCC3OCCCO3)nn2)CCS(=O)(=O)N1Cc1ccc(-c2ccc(F)cc2)cc1 (stereo unspecified),-12%
NC(Cc1ccc(Cl)cc1)c1csc(Nc2ccccn2)n1 (stereo unspecified),7%

# Part of the list above, with each value named:
> CNc1cccc(-c2cc(OC)c(OC)c(OC)c2)n1
  Tb PYK inh: 3%
> Cn1c(SCC(=O)NC2CCCCC2)nnc1C(F)(F)F
  Tb PYK inh: 9%
> CCCCCC(=O)N1C[C@@H](O)[C@H](n2cc(-c3ccc(F)cc3)nn2)C[C@@H]1c1ccc(C)cc1
  Tb PYK inh: 0%

# Next compounds:
SMILES,Tb PYK inh
Cc1ccc(OC2CCN(C(=O)[C@H]3O[C@@H](n4cnc5c(N)ncnc54)[C@H](O)[C@@H]3O)CC2)cc1,-2%
COC(=O)N1CCC2(CCN(Cc3ccccc3OC)CC2)CC1,0%
C=CCn1c(SCC(=O)Nc2cc(C)on2)nnc1-c1ccncc1,-1%
COCC(=O)N1CCC2(CC1)CN(Cc1nccs1)C2,-9%
CCOc1ccc(CCN2C(=O)C(=O)N([C@@H](CC(C)C)CN3CCC[C@H]3CN3C(=O)C(=O)NC[C@@H]3CC(C)C)C[C@@H]2Cc2ccccc2)cc1,-5%
CC1(C(=O)Nc2ccc(Cl)cc2)Cc2c(-c3cccc(C(F)(F)F)c3)ccnc2O1 (stereo unspecified),-3%
Cc1ccccc1Nc1nc(N)nc(COC(=O)c2ccc3c(c2)OCCO3)n1,-9%
CCOC(=O)C1=CCC(c2cccc(Cl)c2)N(S(=O)(=O)c2ccc(C)cc2)C1 (stereo unspecified),-3%
Cc1ccc(CNS(=O)(=O)c2ccc(-n3cccn3)cc2)cc1,3%
Nc1ccn(C2OC(CO)C(O)C2F)c(=O)n1 (stereo unspecified),-7%
COc1cc(-c2coc3c(C(=O)NCc4ccncc4)cccc23)ccc1O,-11%
CC1(C)S[C@@H]2[C@H](NC(=O)[C@H](N)c3ccccc3)C(=O)N2[C@@H]1C(=O)OCOC(=O)[C@@H]1N2C(=O)C[C@@H]2S(O)(O)C1(C)C,-5%
CN(C)c1ccc(CNC(=O)C2(C)Cc3c(-c4ccc(N(C)C)cc4)ccnc3O2)cc1 (stereo unspecified),-1%
O=C(NCc1cccc(C(F)(F)F)c1)c1ccc2nc([C@H]3C[C@H](O)[C@@H](CO)O3)[nH]c2c1,-2%
C[C@@H]1CN([C@@H](C)CO)C(=O)c2cc(C#Cc3ccccc3)cnc2O[C@@H]1CN(C)Cc1ccccn1,5%
CCCCC[C@H](C)N1C[C@@H](COCc2ccccc2)Oc2cc(N3CC[C@H](N(C)C)C3)ccc2S1(=O)=O,1%
CC1CCC2(CC1)NC(=O)N(CC(=O)Nc1ccc(N3CCCCC3)cc1)C2=O (stereo unspecified),3%
Cc1c(C(=O)N2CCC2(C)C(=O)O)oc2ccccc12 (stereo unspecified),-6%
COc1ccc(-c2cc3nc(C)c(C)c(N4CCN(C(=O)c5ccoc5)CC4)n3n2)cc1,-10%
O=C(Nc1ccc(Cl)cc1)c1cc(S(=O)(=O)N2CCCCC2)ccc1N1CCOCC1,4%
OC(c1ccc(Cl)c(Cl)c1)c1ncc(-c2ccccc2F)[nH]1 (stereo unspecified),-7%
Cn1c(SCC(=O)NC2CCCCC2)nc2c(c1=O)SCC2,-1%
C[C@@H](c1ccccc1)N1C[C@@H](COCc2ccccc2)Oc2cc(N3CC[C@@H](N(C)C)C3)ccc2S1(=O)=O,4%

# Single entries from the results shown:
# In Tb PYK inh, Cc1ccccc1Nc1nc(N)nc(COC(=O)c2ccc3c(c2)OCCO3)n1 has -9%
# In Tb PYK inh, Cc1c(C(=O)N2CCC2(C)C(=O)O)oc2ccccc12 (stereo unspecified) has -6%
# In Tb PYK inh, CC1(C(=O)Nc2ccc(Cl)cc2)Cc2c(-c3cccc(C(F)(F)F)c3)ccnc2O1 (stereo unspecified) has -3%
# In Tb PYK inh, CCCCC[C@H](C)N1C[C@@H](COCc2ccccc2)Oc2cc(N3CC[C@H](N(C)C)C3)ccc2S1(=O)=O has 1%
# In Tb PYK inh, COCC(=O)N1CCC2(CC1)CN(Cc1nccs1)C2 has -9%
# In Tb PYK inh, CC1CCC2(CC1)NC(=O)N(CC(=O)Nc1ccc(N3CCCCC3)cc1)C2=O (stereo unspecified) has 3%

# A portion of the library; the hit share may differ from the screen's.
